Source: PubChem BioAssay (Sanford-Burnham Center for Chemical Genomics)
EphA4 KYL inhibition – inhibitors of EphA4 binding to KYL peptide, primary screen, biochemical, colorimetric, mouse EphA4 (AID 689) | inhibition, % at 10 µM; hits with a dose series show IC50 in µM | actives 0.1% (n = 62,000) | EphA4-AP binding to KYL peptide, pNPP A405; higher % means a stronger effect; in the data active = a potency from the dose series; inactive = the rest, 99 in 100 with inhibition below about 22%
Starred values were filed as active, the others as inactive; & = joins results of further samples. An excerpt; rates above refer to the full screens.

nr	EphA4 KYL inhibition	compound
1	11%	Cc1ccc(S(=O)(=O)N2CCCCC2C(=O)N2CCN(Cc3ccccc3)CC2)cc1 (stereo unspecified)
2	-3%&0%	O=C(CN(c1ccc(Cl)c(C(F)(F)F)c1)S(=O)(=O)c1ccccc1)N1CCOCC1
3	-21%	CN(C)c1nc(Oc2ccc(=O)n(-c3ccccc3)n2)nc(N2CCOCC2)n1
4	8%	CCOC(=O)C1=C(c2ccccc2)N=c2s/c(=C\c3ccc(O)c(OC)c3)c(=O)n2C1c1ccc(OC)cc1 (stereo unspecified)
5	28%	O=C(NCCN1CCOCC1)c1ccc(Cl)c(S(=O)(=O)N2CCCCCC2)c1
6	4%	CCn1c(CSc2nnc3ccccn23)nc2cc(C(=O)O)ccc21
7	1%	COc1ccc(-c2ccc(C(=S)N3CCN(C(C)=O)CC3)o2)cc1
8	-3%	COc1ccccc1NC(=O)CSc1nnc(-c2ccoc2C)n1CCc1ccccc1
9	-13%	CCOC(=O)c1ccc(OCc2c(C)noc2C)cc1
10	-4%	COc1ccccc1-c1nnc2sc(-c3cc4ccccc4o3)nn12
11	-3%	Cc1csc(SCc2nnc(-c3ccccc3Br)o2)n1
12	5%	O=c1c2ccccc2n(Cc2ccccc2F)c(=O)n1Cc1ccccc1F
13	-5%	CSc1ccccc1NC(=O)CSCc1ccc(C)cc1
14	-8%	Cn1c(N)c(C#N)c2c(c1=S)COC(C)(C)C2
15	2%	O=C(CN(c1ccccc1)S(=O)(=O)c1ccccc1[N+](=O)[O-])NN=C1CCCCCCC1
16	-3%	Cn1c(SCc2ccc(C#N)cc2Cl)nc2ccccc21
17	-6%	O=C(Nc1cccc(C(=O)c2ccccc2)c1)c1ccc(Cl)cc1
18	-10%	Cc1ccc(-c2nnc(N3CCN(C(=O)COc4ccccc4)CC3)c3ccccc23)cc1
19	-5%	CC1(C)Oc2ccc3ccc(=O)oc3c2/C(=C/Nc2ccccc2)C1=O
20	2%	O=C(CCCOc1ccccc1)N1CCCCC1
21	-10%	CC1=Nn2c(nnc2-c2cc(C)[nH]n2)SC1
22	3%	CN(C)S(=O)(=O)c1ccc(C(=O)Nc2nc(-c3cccs3)cs2)cc1
23	10%	Cc1ccc(-c2cnc(NC(=O)c3cccc(Br)c3)s2)c(C)c1
24	-4%	Cc1cc(NCc2ccccn2)ccc1Br
25	15%	COC(=O)C1=C(C)N=C2SC(C#N)=C(N)N2C1c1cc(OC)c(OC)c(OC)c1 (stereo unspecified)
26	-7%	O=C(OCc1cn(-c2ccc(Cl)c(Cl)c2)nn1)c1ccccc1Cl
27	1%	COc1ccccc1N=C(NOC(C)=O)c1nonc1N
28	-10%	O=C(COc1ncnc2ccccc12)N1CCN(S(=O)(=O)c2ccc(Cl)cc2)CC1
29	-3%	CCCC(=O)Nc1ccc(NC(=O)c2ccccc2OC)cn1
30	-1%	OCCN=c1cc(-c2ccccc2)oc2ccc(Cl)cc12
31	-20%	CCOc1cc(/C=N/NC(=O)c2cccc([N+](=O)[O-])c2)ccc1OS(=O)(=O)c1ccccc1
32	-9%	O=C(CCC(=O)OCC(=O)c1ccccc1)Nc1cccc2cccnc12
33	-6%	CSc1ccc(S(=O)(=O)NCc2ccc(Cl)cc2Cl)cc1
34	-8%	Cc1c(OCC(=O)c2ccc(Cl)cc2)ccc2c3c(c(=O)oc12)CCC3
35	-6%	Cc1ccc(C(=O)C(OC(=O)CN2C(=O)c3ccccc3C2=O)c2ccccc2)cc1C (stereo unspecified)
36	-5%	COc1cccc(C(=O)Oc2cc3c4c(c2)C(C)=CC(C)(C)N4C(=O)C3=O)c1
37	2%	COCCn1c(SCCCC(=O)c2ccc(Br)cc2)nnc1-c1ccncc1
38	3%	Cc1cccc(CN(CC(=O)N/N=C/c2cccs2)S(=O)(=O)c2ccc(Cl)cc2)c1
39	14%	CCOC(=O)CN1C(=O)C(C)(C)Oc2ccc(C(=O)Nc3ccccc3)cc21
40	7%	N#CC1=C(N)Oc2cc(O)ccc2C1c1cccs1 (stereo unspecified)
41	2%	O=C(COC(=O)c1cccs1)Nc1ccccc1
42	-13%	CC(C)CCNC(=O)CSc1nc2ccsc2c(=O)n1NC(=O)c1ccccc1
43	-11%	Cc1c(C(=O)NCc2ccc(F)cc2)c(-c2ccccc2)nn1-c1ccccc1
44	-6%	Cc1cc(C)c(C#N)c(SCC(=O)c2ccc(Cl)cc2Cl)n1
45	13%	Nc1c(Cl)cc(N2C(=O)C=CC2=O)cc1Cl
46	-1%	COc1ccc(OC)c(C2CC(=O)c3c([nH]c(C(=O)OC(C)C)c3C)C2)c1 (stereo unspecified)
47	-1%	Cc1ccc(CCN2CC(C(=O)N3CCN(c4ccc(F)cc4)CC3)CC2=O)cc1 (stereo unspecified)
48	-17%	Cc1cc(N=CC2=C(O)CCCC2=O)no1

Filtered by structure, those above containing an NH in an aromatic ring
nr	EphA4 KYL inhibition	compound
21	-10%	CC1=Nn2c(nnc2-c2cc(C)[nH]n2)SC1
46	-1%	COc1ccc(OC)c(C2CC(=O)c3c([nH]c(C(=O)OC(C)C)c3C)C2)c1 (stereo unspecified)

The list continues.
nr	EphA4 KYL inhibition	compound
49	-7%	CCOc1ccc(NC(=S)NC(=O)/C=C/c2ccc(OC)cc2)c([N+](=O)[O-])c1
50	-16%	COC(=O)C1=C(C(=O)c2ccc(C)cc2)C(c2ccccc2)n2nnnc2N1 (stereo unspecified)
51	7%	COc1ccc(S(=O)(=O)n2nc(OC(=O)c3c(-c4ccccc4Cl)noc3C)cc2N)cc1
52	16%	C=C1c2cc(CC)ccc2NC(=O)N1c1ccc(C)cc1
53	3%	CCCC(O)(CCC)C(=O)NNc1ccccc1
54	2%	Nc1nc2ccccc2n1Cc1ccccc1
55	-1%	Cc1ccc(NC(=O)N(Cc2ccccc2)C(C)C2CC2)cc1 (stereo unspecified)
56	-9%	Cc1ccccc1OCCCn1c(=O)sc2ccccc21
57	-16%	CC1(C)Cc2cccc(OCC(N)=O)c2O1
58	-5%	Cc1ccc(Sc2ncccc2COC(=O)Nc2ccccc2)cc1
59	-4%	O=C(c1ccccc1)N1CCN(C(=O)N2CCCCC2)CC1
60	-1%	c1ccc2c(c1)CC1(CCCC1)n1nnnc1-2

7 compounds from above, sorted by molecular weight, smallest number first.
nr	EphA4 KYL inhibition	compound
54	2%	Nc1nc2ccccc2n1Cc1ccccc1
60	-1%	c1ccc2c(c1)CC1(CCCC1)n1nnnc1-2
53	3%	CCCC(O)(CCC)C(=O)NNc1ccccc1
52	16%	C=C1c2cc(CC)ccc2NC(=O)N1c1ccc(C)cc1
59	-4%	O=C(c1ccccc1)N1CCN(C(=O)N2CCCCC2)CC1
58	-5%	Cc1ccc(Sc2ncccc2COC(=O)Nc2ccccc2)cc1
51	7%	COc1ccc(S(=O)(=O)n2nc(OC(=O)c3c(-c4ccccc4Cl)noc3C)cc2N)cc1

Following part:
nr	EphA4 KYL inhibition	compound
61	0%	Cc1cc(C)n(CC(O)CN2c3ccccc3Sc3ccccc32)n1 (stereo unspecified)
62	4%	COc1ccc(Br)cc1/C=C/C(=O)N1CCN(c2ccc([N+](=O)[O-])cc2)CC1
63	-4%	C=CCc1cccc2cc(C(=O)Nc3ccc(C)cc3[N+](=O)[O-])c(=O)oc12
64	-4%	O=C(CN1C(=O)/C(=C/c2ccccc2)SC1=S)Nc1cccc(Br)c1
65	9%	COc1ccccc1N1CCN(C(=O)CCn2c(=O)[nH]c3ccsc3c2=O)CC1
66	3%	COc1ccc(C(C)=O)cc1CSc1nnc(-c2ccc(Cl)cc2)n1-c1ccccc1
67	0%	Cn1c(=O)c2c(nc(N3CCN(Cc4ccccc4)CC3)n2CCCc2ccccc2)n(C)c1=O
68	-1%	CCOc1ccc(NC(=O)CC2S/C(=N\N=C(/C)c3ccc(Cl)cc3)NC2=O)cc1 (stereo unspecified)
69	-3%	Cc1cccc(N2CCN(C(=O)Cn3cccc3C(=O)c3ccccc3)CC2)c1C
70	9%	CS(=O)(=O)N(CC(=O)NCc1ccncc1)c1ccc(Cl)c(Cl)c1
71	7%	CS(=O)(=O)N(CC(=O)Nc1ccccc1Cl)c1cccc(C(F)(F)F)c1
72	20%	Cc1cccc(OCCCCCn2ccnc2)c1C
73	-2%	Cc1ccc(NCC(=O)N/N=C/c2cc3ccccc3nc2Cl)cc1
74	-8%	O=C(c1c(Cl)cccc1Cl)N1CCCCCC1
75	-10%	COC(=O)c1[nH]c2cc(C)ccc2c1NC(=O)CN1CCCc2ccccc21
76	0%	CCc1nc2c(oc3ccccc32)c(=O)[nH]1
77	-10%	COc1cc(NC(=O)Cn2ncc3c2-c2ccccc2OC3)cc(OC)c1OC
78	-10%	CCNC(=O)/C=C/c1cn(-c2ccccc2)nc1-c1ccccc1
79	0%	COC(=O)c1c(C)oc2ccc(OCC(=O)c3ccccc3)cc12
80	-8%	CN(C)c1ccc(C(=O)Nc2ccc(S(N)(=O)=O)cc2)cc1
81	2%	O=[N+]([O-])c1ccc(/C=N/n2c(C3CCCCC3)n[nH]c2=S)cc1
82	-21%	CCCOC(=O)c1ccc(NC(=O)CSC2=Nc3ccccc3C3CC=NN23)cc1 (stereo unspecified)
83	2%	O=C(Nc1ccn(C2CC(OC(=O)c3ccccc3)C(CO)O2)c(=O)n1)c1ccccc1 (stereo unspecified)
84	16%	Cc1ccc(-c2ccccc2NC(=O)CCl)o1

Brought forward from above: 5 entries, followed by the next part.
nr	EphA4 KYL inhibition	compound
80	-8%	CN(C)c1ccc(C(=O)Nc2ccc(S(N)(=O)=O)cc2)cc1
81	2%	O=[N+]([O-])c1ccc(/C=N/n2c(C3CCCCC3)n[nH]c2=S)cc1
82	-21%	CCCOC(=O)c1ccc(NC(=O)CSC2=Nc3ccccc3C3CC=NN23)cc1 (stereo unspecified)
83	2%	O=C(Nc1ccn(C2CC(OC(=O)c3ccccc3)C(CO)O2)c(=O)n1)c1ccccc1 (stereo unspecified)
84	16%	Cc1ccc(-c2ccccc2NC(=O)CCl)o1
85	5%	C=CCN1C(=O)/C(=C\c2ccc(-c3cc(Cl)ccc3Cl)o2)SC1=S
86	-13%	O=[n+]1cc(-c2ccc(Br)cc2)n([O-])c2c1CCC2
87	-10%	COCCOC(=O)c1c(C)oc2ccc(OCc3cc(C)ccc3C)cc12
88	3%	COCCCn1c(-c2ccc(Cl)cc2)n[nH]c1=S
89	-8%	N#C/C(=C1\CCCN1)c1nc2ccccc2c(=O)[nH]1
90	-10%	O=C1c2cccc3cccc(c23)C(=O)N1CCS(=O)(=O)OCC(F)(F)F
91	-13%	COc1ccc(-c2csc(C3=C(O)CN(Cc4ccc(S(N)(=O)=O)cc4)C3=N)n2)cc1OC
92	2%	Cc1onc(-c2ccccc2Cl)c1C(=O)Nc1ccc(N2CCOCC2)cc1
93	0%	Cc1ccc(C(=O)CC(C(=O)O)c2cn(CCC#N)c3ccccc23)cc1 (stereo unspecified)
94	-4%	CCOC(=O)N1CCN(C(=O)c2cn(CCOC)c(=O)c3c2c2ccccc2n3C)CC1
95	-22%	CC1Cc2ccccc2N1C(=O)COc1nc2ccccc2nc1N1CCOCC1 (stereo unspecified)
96	-9%	O=C(Nc1ccc(/C=C/C(=O)c2cccs2)cc1)c1ccc(Br)cc1
97	-3%	Cc1nc(S(=O)(=O)N(C)Cc2ccccc2)c(C#N)c(C)c1Cl
98	-4%	O=C(NCCN1CCOCC1)c1ccc2c(c1)N(Cc1ccccc1)CCS2
99	-3%	CC(SCc1ccccc1)C(=O)N/N=C/c1cc2c(cc1Br)OCO2 (stereo unspecified)
100	0%	CCN1CCC(=NNC(=O)CC23CC4CC(CC(C4)C2)C3)CC1
101	4%	CCCCOc1ccc(CNC(=O)NS(=O)(=O)c2ccc(OCC(C)C)cc2)cc1
102	4%	CC(C)OC(=O)C(NC(=O)c1ccccc1)=C1CCCCC1
103	-1%	C=CCOC(=O)C1=C(C)NC(C)=C(C(=O)OCC=C)C1c1ccc(OC)cc1
104	-10%	Cc1c(Cl)c(C(F)(F)F)nn1CC(=O)Nc1ccc(F)cc1F
105	-9%	Cc1ccc(S(=O)(=O)NC(=O)c2ccccc2)cc1C(C)C
106	2%	CC(=O)N1CCc2cc(NS(=O)(=O)c3cccs3)ccc21
107	-8%	CCOC(=O)Cn1c(=O)oc2cc(S(=O)(=O)NC(C)c3ccccc3)ccc21 (stereo unspecified)
108	3%	C=CCN1C(=O)/C(=C\c2ccc(OC)cc2)SC1=Nc1ccccc1
109	2%	COc1ccc(CCC(C)Nc2cccc(C)c2)cc1 (stereo unspecified)
110	-14%	N#Cc1cc2c([nH]c1=S)CCCCCC2
111	0%&-4%	CCO/C(C)=C1\C(=O)Nc2ccccc21
112	-4%	Cc1ccc(S(=O)(=O)/N=C(\Sc2ccccc2)c2ccccc2)cc1
113	-12%	COc1cccc(Cn2nnc(C(=O)NCCc3ccc(Cl)cc3)c2N)c1
114	0%	CCOc1cc(C2NC(=O)NC(O)(C(F)(F)F)C2C(=O)c2ccc(Cl)cc2)ccc1O (stereo unspecified)
115	7%	O=C(CSC1CCCCC1)Nc1nccs1
116	-10%	CCOc1ccccc1NC(=O)c1ccc(I)cc1
117	0%	COc1ccc(-c2noc(CCCOc3ccc(Cl)cc3Cl)n2)cc1
118	24%	Cc1csc(NC(=O)c2ccco2)n1
119	-14%	COc1cccc(OCC(O)CN2CCC(Cc3ccccc3)CC2)c1 (stereo unspecified)
120	-16%	N/C(=N\OC(=O)c1ccc(Cl)c(Cl)c1)c1ccccn1

Down the list, from the results shown:
EphA4 KYL inhibition for nos. 114 to 119, in order: 0%, 7%, -10%, 0%, 24%, -14%

(continued)
nr	EphA4 KYL inhibition	compound
121	-5%	CC(C)CC(=O)Nc1ccc2oc(-c3ccncc3)nc2c1
122	-6%	CCOC(=O)Nc1cc(C(=O)OCC)c(C)nc1C
123	-39%	Cc1cccc(C)c1OCC(=O)N/N=C/c1ccc2c(c1)OCO2
124	-10%	CCOC(=O)c1cnn(-c2cc(C)nc3c(-c4ccc(Cl)cc4)c(C)nn23)c1N
125	-5%	COc1ccc(N2C(=O)CC(Nc3ccc(C)cc3)C2=O)cc1 (stereo unspecified)
126	4%	CCOc1ccc(Nc2oc(-c3ccc(Cl)cc3)nc2C#N)cc1
